# GalR3 antag = GalR3 antagonists in HEK293 cells, primary screen, cell-based, fluorescence readout; Galanin receptor type 3 (Homo sapiens), O60755; HEK293 GalR3-CNG cAMP membrane potential fluorescence; galR3 body fused to GalR1 C-terminus; inhibition, % at 3 µM; 360,000 tested, 0.44% active; AID 651719, 2012;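 active = inhibition above the screen-wide average plus 3 SD, cut at about 13% in these data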;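 also: forskolin and galanin both at EC90 stimulate the cells; cAMP rise reported by CNG channel membrane potential dye signal; 0% = forskolin plus galanin with DMSO and 100% = forskolin alone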
# Target sequence (O60755 1-299 limits assumed): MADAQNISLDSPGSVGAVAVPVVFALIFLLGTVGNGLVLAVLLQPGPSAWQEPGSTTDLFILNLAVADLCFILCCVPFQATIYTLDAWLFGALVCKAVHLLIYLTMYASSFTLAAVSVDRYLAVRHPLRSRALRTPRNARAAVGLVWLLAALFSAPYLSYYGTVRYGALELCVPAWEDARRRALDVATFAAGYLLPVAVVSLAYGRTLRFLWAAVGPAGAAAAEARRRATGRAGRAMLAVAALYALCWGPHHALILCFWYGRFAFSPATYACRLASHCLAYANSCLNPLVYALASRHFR
# MEKK2 WT-MEK5 = modulators of MEK5 binding to wildtype MEKK2, primary screen, biochemical, multiplex bead flow cytometry, Alexa488-MEK5. Mitogen-activated protein kinase kinase kinase 2 (Homo sapiens), Q9Y2U5. Alexa488-MEK5 binding to MEKK2 WT; actives lie on both sides. binding response (% of control), % at 10 µM. 290,000 tested, 1.1% active; in the data active = binding response below about 67% or above about 130%
# OXTR potentiate = human OXTR potentiators, primary screen, fluorescence, CHO-OTR cells, Fluo-8 calcium. activation, % at 3 µM. Oxytocin receptor (Homo sapiens), P30559. Fluo-8 calcium fluorescence, potentiator mode; 0% = oxytocin EC15, 100% = EC100. 320,000 tested, 0.061% active;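 active = activation above that plate's cutoff, the mean activation of tested compounds plus 3 SD, cut at about 6.6% in these data, passing the limit was not always enough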;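 also: 100% uses oxytocin at 75 nM as the full agonist control; some results filed as inactive read as strong as hits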
#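 Replication – single well per compound, singlicate · Assay system – CHO cell line stably expressing human OTR · Timing – 6 min pre-incubation, 100 s read · Measure – normalized max/min fluorescence ratio, % activation · Doses – 3.0 µM, one dose · Detection – Fluo-8 calcium dye fluorescence · Probe or stimulus – oxytocin near EC15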
# GPR7 antag = GPR7 receptor antagonists, primary screen, cell-based, fluorescence, single concentration. inhibition, % at 4.4 µM. GPR7-expressing cells, fluorescence antagonist assay. Neuropeptides B/W receptor type 1 (Homo sapiens), P48145. 290,000 tested, 1.1% active; in the data active = inhibition above about 16%, passing the limit was not always enough;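 also: cells stimulated with the agonist NPW; 0% = agonist with vehicle and 100% = vehicle without agonist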
# Target sequence (P48145 whole entry, looked up): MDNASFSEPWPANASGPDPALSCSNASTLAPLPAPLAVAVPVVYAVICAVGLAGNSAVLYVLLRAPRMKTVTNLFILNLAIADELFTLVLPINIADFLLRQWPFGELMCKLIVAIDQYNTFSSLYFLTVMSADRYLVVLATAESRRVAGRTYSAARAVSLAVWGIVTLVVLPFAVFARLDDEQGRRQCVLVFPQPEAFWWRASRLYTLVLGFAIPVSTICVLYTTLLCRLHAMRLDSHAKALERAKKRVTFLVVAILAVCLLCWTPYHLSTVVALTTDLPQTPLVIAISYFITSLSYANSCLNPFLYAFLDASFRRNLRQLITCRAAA
# V1R ag counter = agonists of human V1a receptor, primary screen, counter-screen for OXTR agonist project, fluorescence, CHO-V1R cells; 320,000 tested, 0.25% active; Fluo-8 calcium fluorescence, agonist mode; 0% DMSO, 100% 3 nM vasopressin; activation, % at 3 µM;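 active = activation above the mean activation of all tested compounds plus 3 SD, per screening run, cut at about 20% in these data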;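 also: signal is peak over basal fluorescence ratio across a 100 second FLIPR read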
# Target sequence (P37288 whole entry, looked up): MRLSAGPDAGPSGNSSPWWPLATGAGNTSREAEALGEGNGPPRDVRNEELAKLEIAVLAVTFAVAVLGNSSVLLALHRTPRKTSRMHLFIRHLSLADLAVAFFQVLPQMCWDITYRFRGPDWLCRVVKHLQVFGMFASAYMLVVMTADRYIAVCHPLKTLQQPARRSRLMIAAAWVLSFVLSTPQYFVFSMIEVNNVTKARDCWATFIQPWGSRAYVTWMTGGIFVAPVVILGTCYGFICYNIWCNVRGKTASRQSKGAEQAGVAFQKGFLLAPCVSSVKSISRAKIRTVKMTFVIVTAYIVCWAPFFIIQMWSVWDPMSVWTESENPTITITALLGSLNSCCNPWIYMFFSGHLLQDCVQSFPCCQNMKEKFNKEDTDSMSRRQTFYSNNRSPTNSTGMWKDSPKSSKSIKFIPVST
# OXTR agonist = human OXTR agonists, primary screen, fluorescence, CHO-OTR cells, Fluo-8 calcium | Oxytocin receptor (Homo sapiens), P30559 | Fluo-8 calcium fluorescence; normalized: DMSO 0%, oxytocin 100% | activation, % at 3 µM | 320,000 tested, 0.32% active;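 active = activation above the mean of all tested compounds plus 3 SD, cutoff set per screening run, cut at about 20% in these data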;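 also: peak over basal fluorescence ratio from a 100 s FLIPR kinetic read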
# M18AAP inhibitor = PfM18AAP inhibitors, malaria aminopeptidase, primary screen, biochemical, QFRET, recombinant enzyme; inhibition, % at 7.35 µM; H-Glu-NHMec fluorogenic cleavage; 290,000 tested, 1.2% active;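 active = inhibition above the campaign mean inhibition over all tested compounds plus 3 SD, cut at about 28% in these data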;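 also: 0% = plate median of test compound wells and 100% = 2 mM ZnCl2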
# NALP1 yeast inh = NALP1 inflammasome inhibitors in reconstituted yeast, colorimetric, S. cerevisiae, triplicate retest. 280,000 tested, 0.61% active. S. cerevisiae NALP1/ASC/caspase-1 growth, X-gal OD620, 72 h. inhibition, % at 10 µM; in the data active = inhibition mostly above about 24%, no sharp cut-off; inactive = mostly below about 32%; also: some compounds called inactive have numbers as strong as hits
# MEKK2 mut-MEK5 = MEK5 binding signal on mutant MEKK2 PB1, primary screen, biochemical, multiplex bead flow cytometry, Alexa488-MEK5; percent response, % at 10 µM; Alexa488-MEK5 binding to MEKK2 mutant; AID 1530, 2009; 290,000 tested, 0.35% active; in the data active = percent response above about 24%, passing the limit was not always enough; also: inactives centre near 1; some results filed as inactive read as strong as hits
# An asterisk follows results filed as active; . = not tested or not shown. No enrichment for hits. About 4.1% of those tested had a hit in this group.
SMILES,GalR3 antag,MEKK2 WT-MEK5,OXTR potentiate,GPR7 antag,V1R ag counter,OXTR agonist,M18AAP inhibitor,NALP1 yeast inh,MEKK2 mut-MEK5
Cc1ccnc2c(N3C(=O)C4C5c6ccccc6C(c6ccccc65)C4C3=O)cccc12 (stereo not drawn),-5,107,-14,11,-1.2,-2.0,2,21,1
COc1cc(-c2noc(-c3cccc(Cl)c3)n2)cc(OC)c1OC,-7,99,-4,-6,-0.1,-0.1,-10,24,-2
CC(=O)c1ccc(NC(=O)CO/N=C(\C)c2cccs2)cc1,-3,103,1,20*,-0.2,0.0,0,34,-1
O=C(NC1(C(F)(F)F)NC(=O)N(Cc2cccnc2)C1=O)c1ccccc1 (stereo not drawn),-6,87,4,-5,0.2,1.0,-1,2,-10
CC(C)c1ccc(NC(=O)C(c2ccccc2)N2CC(=O)Nc3ccccc32)cc1 (stereo not drawn),0,72,-6,-2,-0.6,-0.9,5,29,-7
Cc1cccn2c(=O)c(/C=C(\C#N)C(=O)NCc3ccco3)c(N3CCOCC3)nc12,-1,92,-3,-10,0.2,-3.1,-9,7,-6
COC(=O)C1=C(C)N(C)C(=O)NC1c1ccc(C)cc1 (stereo not drawn),-2,101,0,-19,1.1,1.0,6,-8,5
COC(=O)COc1ccc(S(=O)(=O)NCc2ccc3c(c2)OCO3)cc1,-5,99,-12,-5,6.3,5.8,-3,-66,3
CC1CCC(NC(=O)C2CCN(C(=O)NC3CCCCC3)CC2)CC1 (stereo not drawn),.,102,.,-1,.,.,-8,6,4
COC(=O)C1C(=O)c2c([nH]c(C(=O)OC3CCCCC3)c2C)CC1C (stereo not drawn),5,96,2,-2,1.4,0.2,-1,10,1
CCn1c2ccccc2c2cc(NC(=O)C(C)Oc3ccccc3)ccc21 (stereo not drawn),-8,99,-6,-8,-0.8,-1.5,-2,-2,-5
O=[N+]([O-])c1ccc(N2CCOCC2)cc1N1CCCCC1,-3,100,-15,-5,-0.5,-2.6,1,10,2
COCCn1c(SCc2ccc(F)cc2)nc2c1c(=O)[nH]c(=O)n2C,-3,102,-3,8,-0.3,-0.6,4,6,1
CC12CCC(=O)N1C(C(=O)Nc1nc(-c3ccc(F)c(F)c3)cs1)CS2 (stereo not drawn),-4,.,-7,.,-1.6,-2.5,.,.,.
COc1cccc(NC(=O)COC(=O)CNS(=O)(=O)c2c(F)cccc2F)c1,-1,102,2,-6,0.6,-0.9,13,14,1
COc1ccc(CNC(=O)CS(=O)Cc2nc(-c3ccccc3C)oc2C)cc1 (stereo not drawn),.,105,-8,-11,-1.0,-1.6,-2,-11,7
O=C(NCc1ccccc1)c1nc[nH]c1C(=O)N1CCN(c2ccccc2)CC1,3,.,-1,.,0.1,2.1,.,.,.
Cc1ccc(S(=O)(=O)Nc2ccncc2)c(C)c1N(C)S(=O)(=O)c1ccc(F)cc1,-2,95,-2,-9,-0.4,-0.9,0,-29,-3
CCOC(=O)C1CCN(CCC(=O)Nc2ccc(Br)cc2)CC1,-12,118,-11,5,3.9,2.3,1,14,7
O=C(C1=C[C@H](C2CC2)C[C@H](OCc2ccc(CO)cc2)O1)N1CCN(Cc2ccccc2)CC1,-4,104,-8,-12,-0.5,1.6,5,-6,8
CN(C)c1ccc(N=Nc2ccc(C(=O)O)cc2)cc1,-10,97,-15,4,0.0,-0.1,26,29,-5
CC(C)(C)c1ccc(C(=O)NCc2nnc(SCC(=O)NCC3CCCO3)o2)cc1 (stereo not drawn),0,104,-2,-15,1.2,-0.2,0,25,2
CNC(=S)N(C1=NCC(c2ccc([N+](=O)[O-])cc2)S1)c1ccccc1 (stereo not drawn),-6,93,-12,2,11,1.0,2,23,-1
C/C(CCC(C)C)=N\Nc1cc(C)c2ccccc2n1,-4,105,-8,-9,-1.2,-1.7,-7,-18,6
CC(C)Oc1ccc(C(=O)Nc2ccccc2N2CCCC2)cc1,-3,96,-3,-3,-1.6,-2.4,4,5,0
# Next part
SMILES,GalR3 antag,MEKK2 WT-MEK5,OXTR potentiate,GPR7 antag,V1R ag counter,OXTR agonist,M18AAP inhibitor,NALP1 yeast inh,MEKK2 mut-MEK5
O=C(Nc1cccc2ccccc12)c1cn(-c2ccccc2)nc1-c1cccs1,.,104,-2,-1,0.1,0.1,0,1,4
OCCN=C1CCCc2c1[nH]c1ccc(Br)cc21,-4,105,1,0,0.2,-1.5,1,-5,8
Cc1cccc(C(=O)Nc2cc(OCc3cccc(F)c3)c(Cl)cc2Cl)c1,-1,105,-10,13,0.5,1.1,5,33,-1
CCOC(=O)N1CCC(NC(=O)C2CCCCN2S(=O)(=O)c2ccc(F)cc2)CC1 (stereo not drawn),1,112,-3,-4,-0.2,0.6,3,37,6
CC(C)Nc1nc(NC(N)=S)nc(NC(C)C)n1,2,105,-2,-9,0.0,-1.3,-1,13,0
CC(=O)NC12CC3CC(C1)CC(C(=O)N1CCN(S(=O)(=O)c4cccs4)CC1)(C3)C2,-9,.,-5,.,0.6,0.5,.,.,.
CCOc1ccccc1NC(=S)NC1CC2CCC1C2 (stereo not drawn),.,95,-4,2,-1.6,-2.0,-4,-5,-5
Cc1ccc(Nc2nnc(SCc3nc4ccccc4c(=O)[nH]3)s2)cc1,0,94,-1,3,0.1,-0.7,-9,-1,-4
COc1ccc2c(c1)C=C(CN1CCN(Cc3ccccc3C)C(CCO)C1)CO2 (stereo not drawn),-5,103,-8,-12,2.9,2.5,8,10,6
Cc1nc2[nH]onc2c2nccc(=O)c12,-4,98,-6,-7,2.1,-1.3,12,28,1
Cc1cc(O)c(NC(=S)NC(=O)c2ccc(-c3ccc(Cl)cc3)o2)cc1C,4,106,-7,7,0.1,0.0,2,18,7
CCNc1nc(N2CCOCC2)nc(N(c2ccccc2)c2ccccc2)n1,-3,100,-8,-12,0.3,1.6,7,.,2
COCCN(C(=O)Nc1ccc(F)cc1F)c1nc2ccccc2s1,-8,102,-4,-14,0.2,-1.0,5,-8,0
Cc1cccc(-n2c(SCC(=O)N(C)C3CCS(=O)(=O)C3)nc3ccccc3c2=O)c1C (stereo not drawn),1,.,-7,.,0.0,-0.9,.,.,.
CCOC(=O)CCCn1nc(C)n2c(cc3sccc32)c1=O,-4,96,-13,2,0.1,-1.5,-5,-6,2
COC(=O)c1ccc(C)cc1,-4,.,-1,.,0.3,0.6,.,.,.
CC(=O)c1cccc(S(=O)(=O)N2CCCC(c3nc(-c4ccc(C)o4)no3)C2)c1 (stereo not drawn),-6,104,-5,-5,1.0,-0.7,2,10,1
CC(=O)NC(CC(=O)Nc1ccc(S(=O)(=O)N2CCOCC2)cc1)c1ccccc1 (stereo not drawn),-4,.,-3,.,0.2,0.5,.,.,.
C/C(N)=C(/C#N)C(=O)CSc1nc2ccccc2c(=O)n1Cc1ccc(C)cc1,3,96,-10,-13,-0.4,-1.3,-3,0,1
CN1CCN(CCNC(=O)Nc2ccc(Cl)cc2)CC1,-11,110,-10,3,0.7,0.7,2,15,9
COC(=O)C1=C(C)NC2=C(C(=O)CC(C)(C)C2)C1c1ccsc1 (stereo not drawn),0,104,-2,2,0.1,-1.3,2,7,-2
COc1ccccc1C(=O)NC(=O)CSc1nnc(N)s1,-4,.,-3,.,0.4,-0.4,.,.,.
Cc1ccc(NC(=O)CCC(=O)N/N=C/c2coc3ccc(F)cc3c2=O)cc1,3,.,2,.,0.8,1.4,.,.,.
N#Cc1ccc(CSc2nc(N)cc(N)n2)cc1,-4,103,-10,2,-0.1,0.8,2,25,0
Cc1ccc(NC(=O)C2CCN(S(=O)(=O)c3c(C)noc3/C=C/N(C)C)CC2)cc1,1,59,-7,-13,0.3,1.1,-9,17,-10
# Continued.
SMILES,GalR3 antag,MEKK2 WT-MEK5,OXTR potentiate,GPR7 antag,V1R ag counter,OXTR agonist,M18AAP inhibitor,NALP1 yeast inh,MEKK2 mut-MEK5
Cc1cc(=O)oc2c(CN(CC(C)C)CC(C)C)c(O)ccc12,1,97,-5,-2,-1.1,-1.5,-7,-2,-2
CC(C)Cc1nnc(NC(=O)CCC(=O)N2CCCCC2)s1,2,103,-2,-2,1.7,3.4,3,6,2
COc1ccc(-c2cc(=O)c(C(=O)c3ccc(C)cc3)n[nH]2)cc1,-7,94,-1,-14,-0.1,-0.4,2,9,-2
CCc1c(C(C)S(=O)(=O)c2ccc(C)cc2)[nH]c(=O)n1-c1ccc(C)cc1 (stereo not drawn),-3,110,-4,-8,3.2,1.2,-22,12,12
CCCN1C(=O)/C(=C\c2nc3ccccc3c(=O)[nH]2)c2ccccc21,4,106,.,-5,.,.,0,-10,-7
COc1ccc(NC(=O)Nc2ccc(C(=O)N3CCOCC3)cc2)cc1OC,3,100,-11,-7,-0.6,0.8,-5,4,0
O=C(NCc1cn2ccsc2n1)Nc1ccc(Cl)cc1,-2,107,-6,6,1.7,0.5,-5,-13,6
Cc1ccc(N(C(=O)CNC(=O)c2ccco2)C(C(=O)NC2CCCC2)c2cccnc2)cc1C (stereo not drawn),-3,108,-8,-4,1.1,-0.6,-18,-8,7
O=C(CNc1ccccc1)N/N=C/c1c(O)ccc2ccccc12,3,94,-12,-3,5.5,2.4,7,-9,1
S=C(NCc1cccnc1)Nc1ccc(Cl)cc1Cl,-4,98,-4,-16,2.7,4.3,-7,-6,-1
O=C(Nc1ccccc1N1CCOCC1)c1cccc(NS(=O)(=O)c2ccc(F)c(F)c2)c1,-4,99,-12,-2,7.4,-0.1,5,-2,0
O=C(C[C@@H]1C/C=C\CC[C@@H](Cc2ccc(F)cc2)C(=O)OC[C@@H](Cc2ccccc2)NC1=O)NCCO,0,.,-8,.,-0.4,0.7,.,.,.
CSc1ccc(C(=O)NCC(=O)O)cc1[N+](=O)[O-],-6,102,-4,-17,0.6,0.8,-4,-17,5
Cc1cc(O)c(/C=N/Nc2ccccc2Cl)c(=O)o1,-2,101,-4,-1,-0.6,0.3,5,25,-2
N#CCCn1cc(C(=O)O)c(-c2ccc3ccccc3c2)n1,-8,107,0,4,1.2,0.0,-13,12,19
CCOC(=O)CSc1nc(N)c(C#N)cc1C#N,-6,92,-2,-5,-0.2,-0.6,3,15,-4
CCn1c(N2CCN(S(=O)(=O)CC)CC2)nc2ccccc21,0,96,-5,-1,0.6,1.1,0,-15,-3
CS(=O)(=O)c1ccc(Cl)c(NC(=O)C2CC(=O)N(Cc3ccco3)C2)c1 (stereo not drawn),-4,.,-4,.,10,0.1,.,.,.

# High-throughput results deposited in PubChem BioAssay by several laboratories.
